# Screening data (PubChem)
# IL-2 act = activators of IL-2; IL-2 activation reporter assay, cell-based qHTS; stimulated with anti-CD3/CD4/CD28 beads; in transgenic mouse T cells; activation, % (series mostly up to about 46 µM); 360,000 tested, 0.065% active; AID 652025; in the data active = activation above about 50%; inconclusive = mostly about 30% to 49%; note: 0% is about no effect
#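 EGFP and DsRed fluorescence is measured by plate cytometry in unstimulated transgenic mouse T cells exposed to compound for 60 minutes, then stimulated 18 hours at 37 degrees C with anti-CD3/anti-CD4 beads plus anti-CD28.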
# ATXN2 expr inh = reduces ATXN2 reporter expression in HEK-293 cells; 360,000 tested, 0.72% active; AID 1745845; Potency, µM (series often up to 57 µM), for inactives: top-dose activity change, negative = inhibition, hits mostly inhibitors; HEK-293 ATXN2-luciferase reporter, luminescence, 24 h; note: potency is the fitted concentration of half-maximal effect; % is set by controls: 0 for no effect and ±100 for the full control effect; nearly all actives have a fitted effect of over 55% in size
#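 ATXN2-luciferase reporter cells (luciferase flanked by upstream and downstream ATXN2 gene portions) were treated 24 h at 37 °C with compounds at up to 57 uM. SteadyGlo luminescence gave expression; GF-AFC fluorescence gave viability.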
# ATXN viability = cell viability loss in ATXN counter-screen. 400,000 tested, 0.49% active. Potency, µM (series often up to 56.7 µM), actives largely listed as cytotoxic. S2 cells (HEK-293 line with an ATXN2-luciferase reporter) viability, CellTiter-Fluor protease fluorescence, 24 h; note: potency is the fitted concentration of half-maximal effect; nearly all actives have a fitted effect of over 40% in size
# HepG2 tox = kills HepG2 cells in TGF-b inhibitor counter-screen. HepG2 CAGA-GFP viability, ATP luminescence, 18 h. Potency, µM (highest dose often 46.1 µM), for the others: at the top dose activity change, negative = cytotoxicity, actives largely listed as cytotoxic. 410,000 tested, 0.76% active; note: potency is the fitted concentration of half-maximal effect; some results filed as inactive show a strong effect at the top dose
#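 CellTiter-Glo luminescence gave cytotoxicity after 18 hours at 37 degrees C. The cells were HepG2 CAGA-GFP in 1% FBS DMEM, stimulated with 500 pg/mL TGF-beta after compound addition. %Activity was normalised to no-cell wells (complete cell-killing) and DMSO (no toxicity), and curves were fitted and classified.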
# TGFb SMAD3 inh = TGF-b pathway inhibition; 410,000 tested, 1.2% active; HepG2 CAGA-GFP TGF-b/SMAD3 reporter, GFP fluorescence, 18 h; TGF-beta stimulated, 500 pg/mL final; Potency, µM (top dose mostly 46.1 µM), without a hit: at the top dose activity, negative = inhibition, most hits filed as inhibitors; AID 588855; note: potency is the fitted concentration of half-maximal effect; % is set by controls: 0 for no effect and ±100 for the full control effect; nearly all actives have a fitted effect of over 65% in size
#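 Read-out: total well GFP (ex488/em500-530) summed from mean per-cell fluorescence. Cells: HEPG2 CAGA-GFP, 1% FBS DMEM, 18 h at 37 degrees C with 500 pg/mL final TGF-beta. Unstimulated wells served as the full-inhibition control; stimulated DMSO wells = 0%.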
# EPAC2 ag = activates human EPAC2 exchange factor; Q8WZA2; EPAC2 activation, biochemical qHTS; response scale: 100% = 6.5 mM cAMP response; Potency, µM (doses to about 154 µM), without a hit: top-dose activation, usual class: activators; 360,000 tested, 0.079% active; AID 720711; note: potency is the fitted concentration of half-maximal effect; nearly all actives have a fitted effect of over 50% in size
# Target sequence (Q8WZA2 whole entry, looked up): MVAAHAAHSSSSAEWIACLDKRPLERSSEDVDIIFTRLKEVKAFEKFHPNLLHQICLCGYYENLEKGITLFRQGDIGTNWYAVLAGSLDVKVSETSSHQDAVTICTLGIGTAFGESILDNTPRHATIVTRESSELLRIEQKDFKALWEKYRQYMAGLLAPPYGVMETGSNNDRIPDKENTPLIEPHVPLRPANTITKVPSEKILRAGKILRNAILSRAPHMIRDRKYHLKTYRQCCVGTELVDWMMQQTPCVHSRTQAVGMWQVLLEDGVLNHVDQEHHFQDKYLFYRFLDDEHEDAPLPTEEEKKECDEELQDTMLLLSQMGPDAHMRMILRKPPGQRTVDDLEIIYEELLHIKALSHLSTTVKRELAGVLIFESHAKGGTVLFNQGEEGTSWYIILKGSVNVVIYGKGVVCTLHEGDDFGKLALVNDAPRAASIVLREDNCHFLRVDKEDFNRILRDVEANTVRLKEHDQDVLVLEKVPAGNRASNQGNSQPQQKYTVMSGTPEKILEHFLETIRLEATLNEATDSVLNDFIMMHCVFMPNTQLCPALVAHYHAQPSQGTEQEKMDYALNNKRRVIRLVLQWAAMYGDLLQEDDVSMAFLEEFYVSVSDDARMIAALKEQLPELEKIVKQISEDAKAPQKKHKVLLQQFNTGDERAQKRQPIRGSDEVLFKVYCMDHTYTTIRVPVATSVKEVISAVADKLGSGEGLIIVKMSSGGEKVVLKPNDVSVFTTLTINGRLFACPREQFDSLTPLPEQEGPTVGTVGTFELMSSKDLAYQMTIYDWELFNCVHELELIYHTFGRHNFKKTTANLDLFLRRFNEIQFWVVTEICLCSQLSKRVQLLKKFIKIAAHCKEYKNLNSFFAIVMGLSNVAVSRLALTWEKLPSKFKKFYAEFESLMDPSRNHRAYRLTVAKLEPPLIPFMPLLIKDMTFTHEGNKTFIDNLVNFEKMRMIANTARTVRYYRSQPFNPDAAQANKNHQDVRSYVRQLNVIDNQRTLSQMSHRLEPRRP
#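 Compounds were added across a concentration range to EPAC2 (100 nM), RAP1B-BODIPY-GDP (250 nM) and GDP (50 uM). After 5 min at room temperature, fluorescence was recorded at 5-min intervals for 30 min.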
# A549 viability = A549 cytotoxicity, counter-screen for Nrf2 inhibitors | A549 ARE-Fluc cells, CellTiter-Fluor viability, 18-24 h | Potency, µM (doses to about 46 µM), for inactives: at the highest dose activity change, negative = cytotoxicity, hits mostly inhibitors | 390,000 tested, 0.16% active | AID 504648; note: potency is the fitted concentration of half-maximal effect; % is set by controls: 0 for no effect and ±100 for the full control effect
#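 A549 ARE-Fluc cells in 5% FBS OPTI-MEM, 5000 cells/well, rested 2 h then exposed to compounds in concentration-response for 18-24 h at 37 °C. Viability by CellTiter-Fluor fluorescence (Ex 405/Em 525) after 30 min; luciferase luminescence (BugLite, 15 min, RT) read afterwards.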
# Nrf2 activator = activators of Nrf2 (ARE) signaling; Potency, µM (highest dose often 46.1 µM), without a hit: at the top dose activation, hits mostly activators; 410,000 tested, 0.31% active; AREc32 ARE-luciferase reporter (MCF7-derived line), luminescence, 24 h; note: potency is the fitted concentration of half-maximal effect; % of control where 0% means no effect; nearly all actives have a fitted effect of over 65% in size
#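 Nrf2 activation is followed as ARE-luciferase induction in the AREc32 line after one day of compound treatment; luminescence is read with Steady-Glo.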
# Nrf2 block = Nrf2 pathway inhibition. A549 ARE-Fluc reporter, luciferase luminescence, 18-24 h. 360,000 tested, 2.1% active. Potency, µM (titrated, usually from 46 µM), inactives show top-dose activity change, negative = inhibition, most hits filed as inhibitors. AID 504444; note: potency is the fitted concentration of half-maximal effect; % is set by controls: 0 for no effect and ±100 for the full control effect; nearly all actives have a fitted effect of over 60% in size
#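 A549 ARE_Fluc cells (5000/well, 5% FBS OPTI-MEM) pre-incubated 2 h, then treated with compounds 18-24 h at 37C/5% CO2 in concentration-response. CellTiter-Fluor viability read first; BugLite luciferase luminescence after 15 min at room temperature gives Nrf2 activity.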
# * marks the source's active call; other numbers are inactive results; i = inactive; ? = inconclusive; · = not tested or not shown; [ ] = remark or other dose. Unless noted, calls come from the whole dose curve; as a rule, active = well fitted curve in the direction sought with a large enough effect; inconclusive = small, poorly fitted or top-dose-only effect, or another doubt; inactive = no such curve, though single readings can be large; an effect the other way counts as inactive or inconclusive.
smiles	IL-2 act	ATXN2 expr inh	ATXN viability	HepG2 tox	TGFb SMAD3 inh	EPAC2 ag	A549 viability	Nrf2 activator	Nrf2 block
CCCCNC(=O)C1CCN(Cc2ccc(OCc3ccccc3)c(OC)c2)CC1	-0.4	·	i	-19%	-12%	4%	11%	8.5%	14%
CCCCOc1ccc(CSC(=N)N)cc1[N+](=O)[O-]	-4.9	-12%	i	-45%	?	1%	-7%	7.4%	?
COc1ccc(NC(=O)CC2C(=O)NC3CCCCC3N2C(=O)c2ccc(F)cc2)cc1 (stereo not given)	2.0	0%	i	-13%	-13%	5%	0%	2.7%	1%
O=C1Cc2ccccc2C(=O)N1	0.4	8%	i	·	·	20%	·	0.8%	·
O=C1c2ccccc2C(Nc2ccc3c(c2)OCCO3)N1c1ccccn1 (stereo not given)	-1.9	-21%	i	-6%	15%	16%	3%	3.3%	12%
CCc1ccccc1N1CC(c2nc3ccccc3n2CCCCOc2ccccc2OC)CC1=O (stereo not given)	·	-22%	i	-88%	-11%	·	?	5.2%	?
CCOc1ccc(OCCCN(C)C)cc1	-3.1	?	?	18%	-5%	0%	2%	0.2%	10%
CC(C)=CCN1CCN(Cc2coc3ccc(C)cc3c2=O)CC1CCO (stereo not given)	3.2	2%	i	-15%	0%	-2%	5%	-0.4%	0%
CCN(CC)C(=S)SCC(=O)Nc1nc(-c2ccccc2)c(-c2ccccc2)o1	-2.3	?	i	-20%	?	8%	-4%	-0.2%	?
Cc1c(C(=O)NCCC2=CCCCC2)cccc1[N+](=O)[O-]	-0.1	36%[activator]	i	-15%	15%	3%	-2%	3.6%	?
CCCn1c(-c2nonc2N)nc2ccccc21	1.4	-20%	i	-7%	17%	-2%	-2%	-0.6%	-29%
Cc1cccc(N2C(=O)CCC2=O)c1	-0.3	1%	i	-7%	-16%	1%	8%	0.4%	9%
O=C(NC1CC(=O)N(c2ccc(Cl)cc2)C1)c1ccc(S(=O)(=O)N2CCOCC2)cc1 (stereo not given)	·	·	·	-5%	3%	·	0%	-0.1%	·
CCCCOc1ccc(CSC(CC(=O)O)C(=O)O)cc1 (stereo not given)	0.4	-10%	i	-24%	?	-4%	-3%	-0.9%	-2%
NNC(=O)c1ccc(COc2ccc([N+](=O)[O-])cc2)o1	0.5	·	i	-34%	-21%	14%	-1%	-0.2%	16%
Nc1ccc(N2CCN(C(=O)c3cccs3)CC2)cc1	1.1	-14%	i	-15%	-20%	2%	0%	-0.1%	?
Cc1cccc(NC(=O)N2CCC(NC(=O)c3ccco3)CC2)c1	0.2	-5%[11.3 µM]	i	-4%	18%	14%	-1%	-0.3%	?
CCc1nnc(NC(=O)CN2CCN(c3ccccc3F)CC2)s1	-0.2	·	i	-8%	-4%	5%	-1%	0.1%	-21%
CCOC(=O)c1c(C)oc2nc(C)nc(NCC3CCN(Cc4ccc(F)cc4)CC3)c12	·	4%	i	-3%	-19%	·	6%	4.3%	27%
Cc1nc2nc(C)c(CCC(=O)NCc3cccc(Cl)c3)c(C)n2n1	·	-12%	i	3%	0%	·	-3%	-0.4%	-7%
COC(=O)c1ccc(C(=O)OC)c(NC(=S)N2CC(C)CC(C)C2)c1 (stereo not given)	-0.6	-2%	i	13%	3%	8%	6%	3.1%	17%
Cc1c(NC(=O)COc2ccccc2Cl)c(=O)n(-c2ccccc2)n1C	0.1	3%	i	1%	4%	4%	5%	-1.1%	13%
CN(Cc1ccon1)C(=O)C1CCC(=O)N(Cc2ccc(Cl)cc2)C1 (stereo not given)	-3.7	-3%	?	12%	-10%	3%	-2%	0.0%	11%
CN(C)c1ccc(NC(=O)CSc2nnc(C3CCCCC3)n2N)cc1	-1.0	17%	i	-5%	1%	4%	1%	0.0%	26%
CCN(CC)CCN(C(=O)c1cccc([N+](=O)[O-])c1)c1nc2ccc(OC)cc2s1	0.4	3%	i	0%	2%	10%	5%	0.0%	12%
COc1cccc(NC(=O)c2cc(Cl)nnc2Cl)c1	-3.2	-60%	?	-30%	-11%	-11%	?	?	-142%
COCCN(CCOC)Cc1c(O)ccc2c3c(c(=O)oc12)CCC3	-0.5	-6%	i	0%	0%	9%	-3%	-0.5%	15%
CCCCOc1ccc(S(=O)(=O)N2CCCCCC2)cc1	2.2	11%	i	-37%	-21%	6%	-10%	0.3%	?
O=C(Cc1ccccc1)NNC1=NS(=O)(=O)c2ccccc21	-0.1	-24%[11.3 µM]	i	-1%	-28%	-2%	3%	-0.1%	2%
COc1cccc2cc(C(=O)NCc3ccccc3)c(=N)oc12	-2.5	-1%	i	-3%	-15%	1%	-10%	2.6%	-12%
COc1cccc(C(=O)NC2CCN(CC(=O)Nc3cccc(C)c3C)CC2)c1	0.0	·	i	-24%	-27%	5%	0%	0.2%	-27%
CCOC(=O)N1CCC(N2CCCC(C(=O)c3ccccc3OC)C2)CC1 (stereo not given)	0.1	·	i	15%	8%	1%	-6%	-0.2%	3%
O=c1oc2c(CN3CCOCC3)c(O)ccc2cc1-c1ccc(Cl)cc1	·	·	·	-10%	?	·	20%	6.6%	·
CCCCc1ccccc1NC(=S)NC1CCCC1	-4.6	?	i	-50%	?	5%	11%	-1.6%	-6%
COc1ccc(C2=C(Nc3ccc(C)cc3)c3ccccc3C2=O)cc1	-5.9	-3%	i	2%	21%	-7%	-11%	3.4%	3%
CCOc1ccccc1C=NNC(=O)C1CC1	-0.6	-5%	i	4%	10%	1%	-3%	0.0%	-1%
COC(=O)c1cccc(N2C(=O)C3CC=CCC3C2=O)c1 (stereo not given)	-2.3	15%	i	0%	-4%	1%	-2%	-0.9%	16%
CC(=O)c1cc(CC(=O)N2CCc3c([nH]c4ccccc34)C2c2ccccn2)cs1 (stereo not given)	-0.7	0%	i	-6%	-5%	9%	-5%	5.4%	?
CCOC(=O)c1[nH]c(C)c(/C(O)=C2\C(=O)C(=O)N(CCCn3ccnc3)C2c2ccncc2)c1C (stereo not given)	-0.9	3%	i	8%	-5%	1%	-1%	1.3%	·
Cc1c(CC(=O)NC(C)C)c(=O)oc2cc3c(cc12)CCC(C)(C)O3	-1.5	32%	i	-20%	0%	-6%	-2%	0.6%	24%
CCOC(=O)c1c(C)[nH]c(C)c1S(=O)(=O)N1CCC(C(=O)Nc2ccc(OCC)cc2)CC1	·	6%	i	10%	1%	·	-1%	3.4%	?
O=C(NCC(=O)N1CCCC1)c1ccc(Br)cc1	0.1	-2%	i	-23%	1%	4%	1%	-0.1%	1%
COC(=O)C1=C(C(=O)OC)[C@@H]2N(C)c3ccccc3[C@@]23C[C@@H](C(=O)OC)N(C(=O)c2ccc(Br)cc2)C3=N1	-0.7	?	?	-33%	?	13%	?	-1.3%	?
COc1cc(N(C)C)c([N+](=O)[O-])cc1C(=O)N1CCN(Cc2ccccc2)CC1	0.0	-13%	i	0%	-2%	1%	-8%	-0.7%	-17%
O=C(O)C1CC(=O)N(c2ccc(OCc3c(F)cccc3Cl)cc2)C1 (stereo not given)	0.0	-20%	i	-11%	33%[activator]	-11%	-5%	-1.8%	-9%
COC(=O)[C@]1(Cc2ccccc2)N[C@H](c2ccc(-c3ccc(OC)cc3)cc2)[C@@H]2C(=O)N(C)C(=O)[C@@H]21	-1.5	8%	i	15%	7%	1%	0%	0.2%	3%
O=C(NNC(=S)NCc1ccccc1)c1ccc(OC(F)F)cc1	0.3	2%	i	-4%	3%	7%	-2%	0.2%	-4%
CCOC(=O)N1CCN(C(=O)C[C@@H]2C[C@@]3(C(=O)OC)CCCCC=C3N(CCC3=CCCCC3)C2=O)CC1	-0.9	-25%	?	·	·	-3%	·	2.6%	·
CCOC(=O)c1sc(=S)n(-c2ccccc2OC)c1N	-0.1	2%	i	-3%	-19%	4%	1%	0.2%	·
O=C(NCc1ccccn1)C1CCN(S(=O)(=O)c2ccccc2C(F)(F)F)CC1	2.6	2%	i	10%	3%	0%	-4%	0.4%	2%

# Next compounds follow.
smiles	IL-2 act	ATXN2 expr inh	ATXN viability	HepG2 tox	TGFb SMAD3 inh	EPAC2 ag	A549 viability	Nrf2 activator	Nrf2 block
O=C(c1cnc2sccn2c1=O)N1CCN(c2ccccc2Cl)CC1	-0.8	5%	i	-40%	6%	7%	1%	0.4%	-9%
CCCCC(=O)Nc1cccc(-c2ccc3nncn3n2)c1	0.5	·	i	0%	21%	11%	1%	0.9%	0%
O=c1cc(C(F)(F)F)[nH]c2c(OC(F)(F)F)cccc12	0.5	-35%	i	-61%	?	0%	1%	0.4%	-14%
COc1cc(C=O)c(Br)cc1OC1CCCC1	-2.3	-1%	i	-14%	14%	-1%	-5%	-0.7%	-2%
O=C1CCSc2ccc(Cl)cc2N1Cc1ccccc1	-0.2	-5%	i	-3%	7%	-3%	-6%	-0.1%	0%
CCc1cccc(NC(=O)Cn2c(=O)n(Cc3ccccc3)c(=O)c3c(C)c(C(=O)N(C)C)sc32)c1	·	-17%	i	-21%	-41%	·	-9%	0.7%	·
O=C(CSc1nncc(=O)[nH]1)NC1CCCCC1	0.3	-17%	i	20%	0%	0%	2%	0.4%	7%

# An unsorted share of the library, and some 4.3% of all compounds hit somewhere here.
